FLuc act counter = FLuc activators, initial screening, artefact control for FLuc-dependent activation tests, biochemical, ATPlite luminescence | ATPlite luciferase biochemical, 10 min; 0 = ATP-free wells, 1 = DMSO control | activation factor at 10 µM | 200,000 tested, under 10 active | AID 1027, 2008;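 active = luciferase activation factor, scaled between plate controls, of at least 2 with compound at 10 µM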
Target sequence (P08659 whole entry, looked up): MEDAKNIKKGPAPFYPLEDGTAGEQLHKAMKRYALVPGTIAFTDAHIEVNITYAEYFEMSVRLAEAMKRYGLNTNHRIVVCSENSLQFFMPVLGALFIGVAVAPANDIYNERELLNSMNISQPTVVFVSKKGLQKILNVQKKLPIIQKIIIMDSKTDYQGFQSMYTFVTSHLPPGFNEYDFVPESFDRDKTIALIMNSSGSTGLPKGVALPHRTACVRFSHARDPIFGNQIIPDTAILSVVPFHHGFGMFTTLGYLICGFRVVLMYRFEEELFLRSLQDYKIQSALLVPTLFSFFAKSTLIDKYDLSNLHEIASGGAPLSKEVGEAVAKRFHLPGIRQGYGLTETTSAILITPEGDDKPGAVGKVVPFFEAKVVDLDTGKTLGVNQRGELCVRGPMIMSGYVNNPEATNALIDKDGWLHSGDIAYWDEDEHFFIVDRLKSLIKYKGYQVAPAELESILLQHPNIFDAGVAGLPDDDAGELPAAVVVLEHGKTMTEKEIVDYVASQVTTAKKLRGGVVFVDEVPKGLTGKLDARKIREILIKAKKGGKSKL
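System: Luciferase/luciferin detection reagent, cell-free biochemical luciferase assay | Medium: PBS buffer for ATP | Dosing: Test compounds dosed from 2 mM stocks in 100% DMSO | Timing: 10 min at ambient temperature | Signal: Luminescence measurement of luciferase light output | Evaluation: Luciferase activation, seen as luminescence increase over controls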
APP 5UTR inh = inhibitors of APP translation via 5'UTR reporter, primary screen, APP 5'UTR luciferase, SH-SY5Y cells; 190,000 compounds, 0.82% hits; inhibition, % at 2 µM; AID 1285, 2008; SH-SY5Y APP 5'UTR-luciferase reporter, luminescence;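 active = inhibition above a set limit, derived from the sample mean plus 3 SD, cut at about 45% in these data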; note: values of inactives mirror those of a sister screen read the other way
APP 5'UTR act = activators of APP 5'UTR luciferase reporter, primary screen, SH-SY5Y cells. SH-SY5Y APP 5'UTR luciferase reporter, luminescence; zero percent = DMSO vehicle wells. activation, % at 2 µM. 190,000 compounds, 1% hits. AID 1276, 2008;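 active = activation above a set limit, based on mean plus 3 SD of controls, cut at about 140% in these data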; note: values of inactives mirror those of a sister screen read the other way
STAT1 act = STAT1 signaling activators, primary screen, cell-based, HTS, luciferase reporter. NIH 3T3 STAT1-luciferase reporter, IFN-gamma, luminescence; 100% = IFN-gamma alone, no compound. AID 932, 2007. 200,000 compounds, 2.6% hits. activation (% of control), % at 5.5 µM;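 active = activation above the screen-wide mean activation plus 3 SD, cut at about 130% in these data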;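 note: raw ratio to IFN-gamma control signal so 100% means no change and 0% no light; values of inactives mirror those of a sister screen read the other way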
NF-kB neuron act = activators of NF-kB expression in neurons, primary screen, cell-based, HTS; AID 1239, 2008; human neuronal cells, NF-kB reporter expression; hits give high values; 190,000 compounds, 1.6% hits; fold change at 12.5 µM; in the data active = fold change above about 3.3
ROMK mod = ROMK potassium channel modulators, primary screen, cell-based, thallium flux, MLSMR library; ATP-sensitive inward rectifier potassium channel 1 (Homo sapiens), P48048; Tet-inducible ROMK, thallium flux fluorescence; actives lie on both sides; B-score at 10 µM; 130,000 compounds, 2% hits;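 active = signal ratio slope over the read window, or its plate-corrected B-score, at least 3 SD from the plate mean, either direction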;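 note: B-score of the F/F0 ratio slope over 7 to 12 s after thallium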
Target sequence (P48048 whole entry, looked up): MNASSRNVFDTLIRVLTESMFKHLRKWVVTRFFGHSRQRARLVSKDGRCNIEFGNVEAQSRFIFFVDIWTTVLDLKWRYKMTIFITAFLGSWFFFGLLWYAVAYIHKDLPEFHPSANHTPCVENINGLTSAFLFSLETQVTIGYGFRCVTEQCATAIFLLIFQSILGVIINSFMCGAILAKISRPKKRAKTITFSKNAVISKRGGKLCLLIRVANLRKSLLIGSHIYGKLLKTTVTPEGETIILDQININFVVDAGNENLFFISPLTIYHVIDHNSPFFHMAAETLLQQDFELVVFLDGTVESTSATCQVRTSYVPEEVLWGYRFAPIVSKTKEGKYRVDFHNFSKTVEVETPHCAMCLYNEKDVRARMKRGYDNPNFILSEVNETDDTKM
STAT3 activator = IL-6 driven STAT3 reporter potentiators, primary screen, U3A cells, luciferase, luminescence, MLSCN library; IL-6 STAT3-luciferase reporter; 100% = signal with IL-6 EC80 alone; activation (% of control), % at 5.6 µM; 190,000 compounds, 0.91% hits; AID 871, 2007;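 active = activation above the screen-wide mean of compound activation plus 3 SD, cut at about 130% in these data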;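 note: 0% = background luminescence of wells with medium and substrate only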
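Detection: reporter luminescence signal / Assay system: STAT1-lacking human U3A cells, STAT3 luciferase reporter / Incubation: compound pre-incubation 1 h before IL-6, then 6 h stimulation at 37 °C / Control set: IL-6-only high control / Read-out: % activation relative to IL-6 control / Probe or stimulus: Interleukin-6, 33 ng/mL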
FLuc inh counter = firefly luciferase enzyme inhibitors, primary screen, artefact control for luciferase-based inhibitor screens, biochemical, luminescence, ATPLite; 200,000 compounds, 1.5% hits; 10 min; inhibition, % at 10 µM; AID 1006, 2008;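 active = inhibition above about 50% when tested at 10 µM, limit read from the data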
STAT1 blocker = STAT1 signaling inhibitors, primary screen, cell-based, HTS, luciferase reporter; NIH 3T3 STAT1-luciferase reporter, IFN-gamma, luminescence; inhibition, % at 5.5 µM; 200,000 compounds, 0.35% hits; AID 920, 2007;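 active = inhibition above a set limit, the mean inhibition across all tested compounds plus 3 SD, cut at about 34% in these data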;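 note: 0% = IFN-gamma with DMSO and 100% = IFN-gamma with 300 µM nifuroxazide; values of inactives mirror those of a sister screen read the other way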
STAT3 blocker = IL-6 driven STAT3 reporter inhibitors, primary screen, U3A cells, luciferase, luminescence, MLSCN library; inhibition, % at 5.5 µM; 190,000 compounds, 0.89% hits; IL-6 STAT3-luciferase reporter; host cell line lacks STAT1;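 active = inhibition above the mean inhibition across all screened compounds plus 3 SD, cut at about 44% in these data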;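 note: 0% = DMSO only wells and 100% = 100 µM nifuroxazide control wells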
An asterisk follows results filed as active; nt = no result given.

The line under a structure holds: FLuc act counter	APP 5UTR inh	APP 5'UTR act	STAT1 act	NF-kB neuron act	ROMK mod	STAT3 activator	FLuc inh counter	STAT1 blocker	STAT3 blocker
Cc1cc(/C=N/n2cnnc2)c(C)n1-c1ccc(OCc2ccc(Cl)cc2)cc1
 : 0.9	-42	42	82	0.46	-0.49	37	5	19	77*
CCOC(=O)c1ccc(N2C(=O)C(O)=C(C(C)=O)C2c2ccc(O)c(OC)c2)cc1 (stereo unspecified)
 : 1	2	-2	103	1.1	0.68	94	0	-2	11
CC(C)OCCCNC(=O)C(=O)NCCCOC(C)C
 : 1.1	-4	4	99	0.92	nt	116	-5	2	-8
COc1ccc(-c2nc(C#N)c(NCCc3ccccc3)o2)cc1OC
 : 0.9	-32	32	124	1.4	-0.086	97	12	-26	6
CCOC(=O)Cc1csc(SCC(=O)c2c(N)n(CC(C)C)c(=O)n(C)c2=O)n1
 : 1.1	-2	2	86	0.59	-1.4	51	-6	15	64*
N/N=c1\sc2ccccc2n1-c1ccccc1
 : 1	-3	3	104	0.98	nt	105	-3	-4	-2
N=c1c2c(ncn1Cc1ccco1)Oc1c(ccc3ccccc13)C2c1ccccc1 (stereo unspecified)
 : 1	17	-17	103	0.84	0.29	98	-2	-3	-1
Cc1nn(CC(=O)NCc2cccnc2)c(=O)c2ccccc12
 : 1	-6	6	93	1	0.98	97	-3	8	6
O=C(CSc1ccc(-c2ccccn2)nn1)NCc1ccccc1
 : 1	0	0	102	1.2	-0.1	106	-2	-2	-2
CC(=O)n1cc(/C=N/NC(=O)c2sc(C)nc2C)c2ccccc21
 : 1	-7	7	107	0.93	nt	89	1	-8	17
Cc1cc(C)n(C(=O)CN2C(=O)c3ccccc3C2=O)n1
 : 1	1	-1	101	0.99	0.018	99	-4	-1	4
CC(=O)Nc1nc(-c2ccc(Cl)cc2)ns1
 : 0.9	-105	105	124	2.1	0.054	104	12	-26	-3
Cc1oc2c(C)c(O)ccc2c(=O)c1-c1cnn(-c2ccccc2)c1
 : 1	11	-11	94	1.2	nt	80	0	6	26
Cc1nc(SCC(=O)Nc2c(C)n(C)n(-c3ccccc3)c2=O)n[nH]1
 : 1.1	5	-5	104	1	nt	104	-8	-4	0
COc1ccc(CCNC(=O)Cn2nnc3ccccc3c2=O)cc1
 : 1	12	-12	98	0.87	nt	94	-3	3	2
CC1CCN(C(=O)Cc2nn(C)c(=O)c3ccccc23)CC1
 : 1	8	-8	101	1.2	-0.17	103	-5	-1	-1
COc1ccc(C(=O)NCCc2cc3c(OC)ccc(OC)c3[nH]c2=O)cc1OC
 : 1	3	-3	94	0.72	0.47	95	1	5	14
CC(C)N=C1CC(C)(C)CC(=O)/C1=C(/O)CCCN1C(=O)c2ccccc2C1=O
 : 1	-13	13	105	1.1	1.1	104	-4	-8	0
Cc1nn(-c2ccccc2)c(C)c1/C=N\N1CCN(c2ccc(Cl)cc2)CC1
 : 1	-12	12	101	1.2	nt	91	-4	1	18
Cc1ccc(/C(O)=C2\C(=O)C(=O)N(CCCN(C)C)C2c2ccccn2)cc1 (stereo unspecified)
 : nt	5	-5	98	nt	nt	101	nt	2	2
Cc1nn(C2CCS(=O)(=O)C2)c(Cl)c1/C=C/C(=O)OCC(=O)Nc1ccc2c(c1)OCO2 (stereo unspecified)
 : 1	-5	5	92	0.9	-1.4	97	-1	7	5
O=C(CN1C(=O)C2C3C=CC(C3)C2C1=O)NCCc1ccccc1Cl (stereo unspecified)
 : 1.1	-11	11	95	1.1	nt	102	-7	5	3
O=C(Nc1ccccc1Cl)/C(Cl)=C(\Cl)S(=O)c1ccccc1 (stereo unspecified)
 : 1	94*	-94	201*	0.16	-4.2*	69	-1	-109	41
Cc1cnc(NC(=O)CSc2c(Cl)cccc2Cl)s1
 : 1	14	-14	106	1.1	0.012	109	-1	-6	-8
COc1ccc(-n2ncc3c(NCc4ccc5c(c4)OCO5)ncnc32)cc1
 : 1	-40	40	115	1.1	-0.05	107	-1	-14	-4
COC(=O)[C@@H](NC(=O)/C=C/c1ccc(OC)cc1)C(C)C
 : 1	-10	10	95	1	1.7	96	-3	4	10
COc1cccc(CNCc2ccccn2)c1OC
 : 1.1	-24	24	97	1.1	-0.14	102	-5	3	0
CC(C)(C)NC(=O)C1CCC(C)(C(=O)O)C1(C)C (stereo unspecified)
 : 1.1	-2	2	104	1.1	1.4	107	-9	-5	-4
O=C(COc1ccc(Cl)cc1)Nc1ncc([N+](=O)[O-])s1
 : 0.4	-116	116	70	2.1	0.94	63	59*	31	48*
COc1ccc(-c2nc(CCl)cs2)cc1OC
 : 1	-10	10	108	1.7	-0.52	111	2	-12	-3
Cc1cc(C)n2c(Nc3ccc4c(c3)OCCO4)c(-c3ccc(C)o3)nc2n1
 : 1.1	-83	83	102	1.2	nt	107	-5	-2	-4
C=CCOc1ccc(CNC(C)(C)C)cc1OC
 : 1	4	-4	106	1.1	nt	96	-3	-6	8
Cc1ccc(C)c(NC(=S)NCC(c2cccnc2)N2CCOCC2)c1 (stereo unspecified)
 : 1.1	-13	13	102	0.94	nt	101	-6	-2	-7
COc1ccc(C(=O)Nc2cccc(OC)c2)cc1
 : 0.3	-134	134	120	5.8*	nt	75	67*	-21	34
Cc1cc(-c2ccco2)n(CC(=O)O)n1
 : 0.9	-15	15	83	0.99	-0.28	107	8	17	-2
CCN1CC(CN(C)Cc2cn(-c3ccc(C)cc3)nc2-c2cccc(C)c2)CC1=O (stereo unspecified)
 : 1.1	0	0	105	1.1	-1.1	101	-7	-5	5
COc1ccc(-c2cn[nH]c2N)cc1OC
 : 1	11	-11	101	1.1	nt	110	-1	-2	-11
O=C(NC1CCCc2ccccc21)C(Cc1ccccc1)NS(=O)(=O)c1cccs1 (stereo unspecified)
 : 1	10	-10	105	0.89	-1.2	96	-1	-5	2
CCOc1cc(C(=O)Nc2ccc(F)cc2)cc(Br)c1OC
 : 1.1	-1	1	92	0.98	nt	91	-7	9	11
COc1ccccc1C1=NC(c2ccc(F)cc2)N=C1C (stereo unspecified)
 : 1	-17	17	131*	1.8	0.78	103	4	-35	8
CCOCCCn1c(=S)[nH]c2cc(C(=O)NCCCN(CC)CC)ccc2c1=O
 : 1.1	-8	8	108	1.3	0.069	106	-8	-9	6
COc1cc(C(=O)OCC(=O)NCCN2C(=O)CSC2=O)ccc1OCc1c(C)noc1C
 : 1.1	-1	1	96	0.92	-0.18	102	-6	3	4
Cc1cc(=O)c2cc(Br)ccc2[nH]1
 : 1	4	-4	99	1	0.074	75	0	1	30
CC(C)c1ccc(CNC(=O)C(=O)Nc2nccs2)cc1
 : 1.1	3	-3	105	1.1	0.0014	111	-6	-8	-5
Nn1c(SCc2ccccc2)nnc1-c1ccccn1
 : 1	-36	36	131*	2	nt	109	-1	-34	-5
CCn1c(N2CCN(S(=O)(=O)c3ccc(Cl)cc3)CC2)nc2ccccc21
 : 1	9	-9	81	0.71	-0.99	84	3	19	22
Cc1ccccc1CN1CCN(CC(=O)NCCCN2CCN(c3ccc(F)cc3)CC2)C1=O
 : 1	6	-6	94	0.76	nt	83	-5	7	23
CSC1=NC(C)(C)C=C(/C=C/c2c(Cl)cccc2Cl)N1
 : 1	-20	20	88	1.6	-0.034	95	-4	12	13
CCN(CC)C(=O)CSc1nnc2cc(C)c3ccccc3n12
 : 1	-6	6	96	1.1	-0.12	84	-3	2	24
CSc1ncccc1C(=O)Nc1nc2ccc(Oc3ccccc3)cc2s1
 : 1	nt	nt	109	0.97	-0.014	69	-2	-10	37
c1ccc2c(SCc3cn4cccnc4n3)ncnc2c1
 : 1.2	1	-1	100	1.3	nt	96	-18	0	8
O=C(Nc1ccc2cn[nH]c2c1)c1ccccc1F
 : 0.5	-82	82	147*	1	-0.41	95	53*	-50	4
Cc1ccc(NC(=O)CSc2ccccc2NC(=O)c2cccc(Cl)c2)cc1Cl
 : 1	4	-4	107	1.2	nt	103	-2	-8	0
Cc1ccc(CNC(=O)CCS(=O)(=O)c2cc(Br)cc3c2N(C(=O)C2CC2)CC3)o1
 : 0.9	19	-19	86	1	0.17	100	6	14	6
COC(=O)c1c(-c2cccs2)csc1NC(=O)CN1CCOCC1
 : 1.1	5	-5	97	0.58	nt	105	-7	4	-1
c1ccc2c(c1)Cn1nnnc1-2
 : 1	-1	1	86	0.92	-0.073	104	-4	16	0
CCCCc1cc(=O)oc2cc(OCC(=O)N3CCc4ccccc43)ccc12
 : 1.1	12	-12	103	1.3	0.4	100	-13	-2	1
COc1ccc(Cc2noc(CN(C)CC3(N4CCOCC4)CCCCC3)n2)cc1OC
 : 1.1	-22	22	88	0.77	0.19	97	-7	11	7
O=C(COC(=O)c1ccccc1Br)Nc1ccccc1F
 : 1	22	-22	103	1.8	-0.8	93	5	-3	12
CC(NC(=O)COC(=O)Cc1ccsc1)c1ccccc1 (stereo unspecified)
 : 1	10	-10	102	1.2	0.28	99	-2	-3	2

Following part.
The line under a structure holds: FLuc act counter	APP 5UTR inh	APP 5'UTR act	STAT1 act	NF-kB neuron act	ROMK mod	STAT3 activator	FLuc inh counter	STAT1 blocker	STAT3 blocker
CCOC(=O)C1CCN(CC(O)COc2ccc(C(C)(C)C)cc2)CC1 (stereo unspecified)
 : 1	-4	4	97	0.96	nt	93	-1	3	17
CCCCc1ccc(NC(=O)CSCc2cc(=O)[nH][nH]2)cc1
 : 1	0	0	99	1.1	0.0019	98	-3	1	10
COC(=O)c1sc(N)c(C(=O)OC)c1COC(=O)CNS(=O)(=O)c1cccc(C#N)c1
 : 1	4	-4	97	1.1	-1.3	98	-2	3	11
CCCNC(=O)c1ccccc1NC(=O)CN(c1ccccc1)S(=O)(=O)N(C)C
 : 1	-26	26	94	1.2	0.48	98	-4	5	8
CCN(CC)CC#CC(OC)(c1ccccc1)c1ccccc1
 : 1	0	0	97	2.3	0.043	107	-3	2	-6
CS(=O)(=O)N(CC(=O)NC1CCCC1)c1ccc(Oc2ccccc2)cc1
 : 1.1	-5	5	98	1.2	-1.2	99	-5	1	6
O=C(CCC1CCCN(Cc2ccc3c(c2)OCCO3)C1)NCc1ccc(F)c(F)c1 (stereo unspecified)
 : 1	-20	20	96	0.99	-1.9	102	-4	3	3
O=C(NCC1CCCN(Cc2ccc3nonc3c2)C1)c1ccc(F)cc1 (stereo unspecified)
 : 1	14	-14	101	0.92	0.38	110	-2	-3	-7
CO/N=C/c1cccn1-c1nccc(N(C)C)c1C#N
 : 1	-1	1	96	1.2	0.49	94	1	3	11
O=C(c1c[nH]c(C(=O)C(Cl)(Cl)Cl)c1)c1ccccc1Cl
 : 1	nt	nt	91	1.2	-1.7	100	-5	12	0

Hits appear at their usual frequency. Share with any hit: about 7.1%.
